HTR5A ag = counter-screen for OPRM1-OPRD1 agonists: human HTR5A agonism | P47898 | HTR5A agonist assay, luminescence, cell-based | activation, % at 9.3 µM | hit rate 0.61% among 340,000; in the data active = activation mostly above about 9.5%, no sharp cut-off; inactive = mostly below about 7.6%;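 note: 0% = cells with vehicle only and 100% = reference agonist; strong numbers were not always called active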
Target sequence (P47898 whole entry, looked up): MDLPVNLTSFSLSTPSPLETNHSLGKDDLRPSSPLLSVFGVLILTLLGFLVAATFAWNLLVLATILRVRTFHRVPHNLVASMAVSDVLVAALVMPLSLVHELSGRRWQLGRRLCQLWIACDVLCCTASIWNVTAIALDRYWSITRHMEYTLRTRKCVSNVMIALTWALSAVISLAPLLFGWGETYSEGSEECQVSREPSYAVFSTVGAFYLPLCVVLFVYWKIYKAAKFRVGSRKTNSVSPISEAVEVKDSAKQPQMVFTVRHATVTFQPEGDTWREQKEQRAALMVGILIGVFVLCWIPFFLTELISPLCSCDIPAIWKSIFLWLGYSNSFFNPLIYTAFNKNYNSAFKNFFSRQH
SR-BI DiI-HDL act = activators of SR-BI mediated HDL lipid uptake; CHO ldlA[mSR-BI] cells, DiI-HDL uptake fluorescence, 3 h; 100 = double the neutral-control signal; activation, % at 12.5 µM; hit rate 0.096% among 320,000; AID 504775;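 active = mean replicate activation of at least 60% and every replicate at or above 60%; inconclusive = mean or all-replicate condition met, but not both; inactive = mean below 60% and not all replicates reaching 60%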;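 note: 0% = median plate neutral-control signal and 100% = twice that signal; values of inactives mirror those of a sister screen read the other way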
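Material: SR-BI-overexpressing, LDLR-lacking CHO cells | Dosing: Single compound concentration, delivered by pin transfer | Probe or stimulus: Labelled HDL, 10 µg/mL | Signal: Bottom-read cell fluorescence after medium removal, ex 550/em 595 nm | Schedule: 3 h, 37 °C | Evaluation: HDL uptake via cellular fluorescence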
cardiac RTF act = increases calcium sensitivity of human cardiac regulated thin filaments. IANBD-labeled TnC RTF fluorescence at EC20 calcium; 0% EC20 calcium, 100% full calcium. hit rate 0.24% among 340,000. P19429+P45379. activation, % at 7.2 µM;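 active = activation above the mean over all tested compounds plus 3 SD, cut at about 30% in these data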;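 note: rise in fluorescence read as greater calcium sensitivity of cardiac thin filaments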
PvdQ acylase = P. aeruginosa PvdQ acylase inhibition; purified PvdQ acylase, fluorescence plate reader; AID 488965; hit rate 0.063% among 340,000; inhibition, % at 10 µM; in the data active = inhibition above about 30%, passing the limit was not always enough; inconclusive = no clear call, values can overlap the other calls;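 note: 0% = vehicle neutral wells and 100% = reference inhibitor wells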
SR-BI HDL uptake = blocks mouse SR-BI lipid uptake from DiI-HDL; ldlA[mSR-BI] CHO cells, DiI-HDL uptake fluorescence, 3 h; Q61009; inhibition, % at 12.5 µM; hit rate 0.96% among 320,000;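 active = mean replicate inhibition of at least 70% and a set share of replicates each scoring 70 or more; inconclusive = meets just one of the two criteria; inactive = fails both criteria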;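 note: 0% = median of neutral control wells and 100% = median of positive control wells; values of inactives mirror those of a sister screen read the other way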
MITF act = MITF TRPM1 promoter activation in melanoma cells. SK-MEL-5 TRPM1-promoter luciferase, 24 h; % of positive control, neutral wells = 0. activation, % at 12.5 µM. hit rate 0.75% among 300,000. AID 588334;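 active = mean activation of at least 80% with every replicate also reaching 80%; inconclusive = mean reaches 80% but some replicate falls short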;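 note: 0% = neutral control wells and 100% = parthenolide positive control wells; values of inactives mirror those of a sister screen read the other way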
Rtt109 HAT inh = C. albicans Rtt109 histone acetyltransferase inhibition | purified Rtt109/Vps75, ThioGlo CoA-SH fluorescence, 4 h | inhibition, % at 34.9 µM | hit rate 0.16% among 330,000;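 active = inhibition of at least 50% in every replicate; inconclusive = best replicate reaches 50% inhibition but some replicates fall short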
Target sequence (Q5AAJ8 whole entry, looked up): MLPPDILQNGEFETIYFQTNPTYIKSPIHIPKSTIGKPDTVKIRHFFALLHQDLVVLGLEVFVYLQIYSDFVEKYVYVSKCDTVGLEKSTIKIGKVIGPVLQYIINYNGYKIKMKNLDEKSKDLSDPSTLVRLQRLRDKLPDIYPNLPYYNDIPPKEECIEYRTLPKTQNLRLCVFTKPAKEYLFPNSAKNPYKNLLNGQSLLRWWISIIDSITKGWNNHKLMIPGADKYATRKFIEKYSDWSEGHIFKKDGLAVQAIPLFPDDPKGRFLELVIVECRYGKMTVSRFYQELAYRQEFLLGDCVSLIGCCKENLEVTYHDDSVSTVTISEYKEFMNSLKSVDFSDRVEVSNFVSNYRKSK
Wnt act = activators of Wnt/beta-catenin signaling. activation, % at 9.35 µM. Wnt/beta-catenin reporter cell assay, activator, plate reader. AID 743398. hit rate 1.2% among 300,000; in the data active = activation above about 30%, passing the limit was not always enough; inconclusive = no clear call, values can overlap the other calls;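 note: 0% = neutral control wells and 100% = positive control wells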
CDK5 inh = CDK5/p35 (human) kinase inhibition. Q00535+Q15078. Recombinant CDK5/p35, ADP-Glo luminescence, 60 min. inhibition, % at 10 µM. hit rate 0.01% among 330,000. AID 488839;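 active = highest replicate inhibition of at least 50% and at least 75% of replicates reaching 50%; inconclusive = only one of the two criteria met; inactive = both criteria failed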;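 note: plate controls were DMSO neutral control for no effect and GW8510 at 10 µM for full effect; many of its hits are not listed in these tables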
dFosB activator = activators of mouse delta FosB homodimer. purified delta FosB, TAMRA-CDK5 oligo fluorescence polarization; percent of positive-control signal above neutral wells. activation, % at 25 µM. hit rate 0.99% among 340,000. AID 493131;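 active = mean activation above about 17%, with every replicate also reaching it, limit read from the data, passing the limit was not always enough; inconclusive = only one of the two conditions met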;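 note: fluorescence polarization rise as delta FosB binds a TAMRA Cdk5 AP-1 oligo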
Target sequence (P13346 whole entry, looked up): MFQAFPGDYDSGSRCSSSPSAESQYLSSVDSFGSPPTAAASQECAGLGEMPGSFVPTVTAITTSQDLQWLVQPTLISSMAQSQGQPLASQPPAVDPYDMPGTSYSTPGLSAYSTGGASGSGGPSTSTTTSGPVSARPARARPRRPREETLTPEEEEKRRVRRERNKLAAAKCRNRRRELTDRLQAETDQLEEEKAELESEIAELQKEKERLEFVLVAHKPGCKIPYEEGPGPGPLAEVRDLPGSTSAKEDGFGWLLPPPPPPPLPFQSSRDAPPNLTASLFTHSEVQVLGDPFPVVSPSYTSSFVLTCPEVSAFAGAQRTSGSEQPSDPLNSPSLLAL
An asterisk follows results filed as active; ? = inconclusive; / = not tested or not shown.

Screens in order: HTR5A ag | SR-BI DiI-HDL act | cardiac RTF act | PvdQ acylase | SR-BI HDL uptake | MITF act | Rtt109 HAT inh | Wnt act | CDK5 inh | dFosB activator
> CC(C)C(=O)NC(=S)Nc1ccc(S(=O)(=O)NC2CCCCC2)cc1
  -4.4 | -6.1 | -0.4 | -14.8 | 6.1 | -5.5 | 0.3 | 0.4 | -1.5 | -3.2
> Cc1sc2nc(C)n(/N=C/c3ccc(O)cc3O)c(=O)c2c1C
  -0.2 | 26.2 | 0.1 | 10.7 | -26.2 | -2.4 | / | -1.7 | 0.0 | -8.7
> Cc1ccc(-c2cn(CCN)c(-c3ccncc3)n2)cc1
  -3.4 | -1.0 | -4.0 | -1.2 | 1.0 | 1.8 | 2.0 | 0.3 | 0.2 | 1.8
> CC(C)NC(=O)/C(C#N)=C/c1ccc(N(C)C)o1
  -1.3 | / | 72.9* | -2.9 | / | / | -6.3 | 6.8 | 0.0 | -7.5
> Cc1ccc(S(=O)(=O)N2CCN(C(=O)COC(=O)c3ccccn3)CC2)c(C)c1
  5.6 | 1.0 | 1.6 | -7.0 | -1.0 | 3.9 | / | -0.2 | -1.3 | 0.1
> O=C(OCCN1CCCCC1)c1ccc(Cl)cc1
  5.5 | 2.0 | 4.4 | -5.8 | -2.0 | -3.2 | 14.5 | / | 1.1 | -4.8
> Cc1ccc(-c2nn(C)c(=O)c3ccccc23)cc1S(=O)(=O)N1CCOCC1
  1.0 | -16.0 | -2.1 | -5.8 | 16.0 | 3.9 | -5.2 | / | 2.4 | -8.5
> CS(=O)(=O)N(CC(=O)N1CCCCCC1)c1ccc(Br)cc1
  -0.3 | 15.3 | -3.4 | -4.4 | -15.3 | / | -6.1 | / | -0.3 | -1.4
> Cc1coc(=N)n1CC(=O)c1ccc(Cl)cc1
  / | 11.6 | / | -9.2 | -11.6 | -8.1 | -2.2 | -3.4 | -0.5 | -7.0
> COC(=O)CN1C(=S)N(c2ccc(OC)cc2)C(=O)/C1=C/c1cccs1
  5.3 | -59.6 | 0.5 | -2.1 | 59.6 | -11.5 | 2.2 | / | -0.3 | 4.9
> O=S(=O)(NCC(c1ccc2c(c1)OCO2)N1CCOCC1)c1ccc(Cl)cc1 (stereo not drawn)
  -4.1 | 20.9 | 4.6 | -19.7 | -20.9 | 5.1 | -12.6 | -3.9 | 1.3 | -7.2
> O=C(CCCN1C(=O)/C(=C/c2ccc3c(c2)OCO3)SC1=S)Nc1cccc(C(=O)O)c1
  -1.2 | 16.6 | -3.5 | 3.4 | -16.6 | -4.9 | 22.8 | 1.4 | -1.8 | -5.2
> O=C(CN1CCN(Cc2ccccc2)CC1)Nc1nc2ccccc2s1
  -3.4 | 5.2 | 0.2 | -10.1 | -5.2 | -13.2 | -9.1 | 2.8 | -0.4 | -8.2
> COc1ccc(-c2cc(C3CCN(CC(O)C(F)(F)F)CC3)[nH]n2)cc1 (stereo not drawn)
  -0.3 | -18.6 | -8.2 | 4.9 | 18.6 | 1.3 | 16.2 | -1.0 | -0.7 | 0.7
> CC(C)(C)NC(=O)CN(C(=O)CN1C(=O)C(=O)c2ccccc21)C(C)(C)C
  2.2 | 8.5 | -4.1 | 2.0 | -8.5 | -5.4 | -2.8 | -2.8 | 1.0 | 4.2
> C=CCc1c(C)nc(N)[nH]c1=O
  4.4 | 9.0 | 1.7 | -4.0 | -9.0 | 0.5 | -4.8 | -1.2 | 1.6 | -3.5
> COc1cc(OC)cc(C(=O)NCC(=O)OCC(=O)NC2CCCc3ccccc32)c1 (stereo not drawn)
  -1.0 | 10.9 | 10.4 | -15.5 | -10.9 | -14.5 | 9.3 | -0.4 | 0.2 | -7.9
> Cc1ccc(-n2nc(C)c3c(C)onc3c2=O)cc1
  -3.8 | 7.7 | 2.0 | -6.0 | -7.7 | 17.9 | -3.7 | 2.4 | 0.1 | -2.2
> CCOc1ccc(S(=O)(=O)N2CCOCC2)cc1NC(=O)C1CSC2(C)CCC(=O)N12 (stereo not drawn)
  2.1 | 19.1 | 14.6 | -9.2 | -19.1 | 1.3 | -2.0 | -2.0 | -0.8 | -3.7
> Cc1ccc(S(=O)(=O)N2CCN(CCOc3ccccc3)CC2)cc1
  -1.2 | 5.6 | 6.7 | -8.7 | -5.6 | -6.1 | -5.1 | -3.2 | -0.5 | -3.6
> O=C1CCC(=O)N1Cc1c(Cl)cccc1Cl
  4.9 | / | -6.5 | -0.5 | / | 7.1 | -8.7 | -1.7 | -1.2 | 6.9
> O=C(NCC(=O)N(Cc1ccccc1)C(C(=O)NC1CCCC1)c1ccco1)c1ccco1 (stereo not drawn)
  -0.1 | 5.9 | -1.9 | -9.2 | -5.9 | / | 2.5 | / | 1.9 | -9.4
> O=C(NCCc1ccccc1)N1c2ccccc2Sc2ccccc21
  6.1 | 14.6 | 13.2 | -6.7 | -14.6 | 5.4 | 4.3 | -3.5 | -1.7 | -11.3
> O=C(CSc1nnc(Cn2nnc3ccccc32)o1)N(Cc1ccc(F)cc1)c1ccccc1
  5.7 | -2.1 | -8.8 | -12.4 | 2.1 | -35.7 | 27.7 | / | -0.9 | -21.0
> COc1ccc(-c2cc(-c3ccccc3)nc(=O)[nH]2)cc1
  -0.1 | / | -3.6 | -7.8 | / | -3.5 | -16.1 | 4.3 | 0.2 | -12.9
> O=C(O)CCn1cc(/C=C2/NC(=S)N(c3ccccc3)C2=O)c(-c2ccccc2)n1
  0.1 | 11.0 | -1.7 | 7.9 | -11.0 | -0.4 | 37.4 | / | -0.6 | 2.7
> COc1ccc(C(=O)Nn2cnc3ccccc3c2=O)c(OC)c1
  -1.6 | -7.6 | -0.1 | -9.3 | 7.6 | 47.6 | -4.1 | 14.8 | -1.6 | 1.1
> COc1ccc(C(=O)Nc2cc(C(C)=O)c(/C=C/N(C)C)oc2=O)cc1
  -4.4 | -9.2 | 22.4 | 13.5 | 9.2 | 13.0 | 1.9 | 5.3 | 1.4 | 1.5
> S=C1NC(c2ccccc2)=NCN1c1ccc(Br)cc1
  3.0 | -10.6 | -1.0 | -16.0 | 10.6 | 12.9 | -7.9 | 1.3 | -0.5 | -0.3
> CN1CCN(c2nc3c(c(=O)[nH]c(=O)n3C)n2Cc2cccc(Br)c2)CC1
  3.3 | / | 0.3 | -9.1 | / | 4.9 | -4.2 | 0.7 | -0.1 | -4.7
> O=C(NCC1CCCCC1)c1cc(Br)ccc1Cl
  10.5 | / | 2.3 | 33.9* | / | 6.8 | -10.5 | 1.2 | 0.7 | -11.1
> Cc1cc(S(=O)(=O)N2CCOCC2)ccc1OCC(=O)Nc1ccc(F)cc1
  3.5 | / | -7.8 | -14.3 | / | -0.2 | 0.0 | -1.2 | -2.1 | -7.1
> COc1cc(C2Sc3ccccc3NC3=C2C(=O)OC3)cc(OC)c1OC (stereo not drawn)
  7.8 | -2.4 | 3.2 | -2.5 | 2.4 | -5.4 | 1.6 | -2.1 | 1.7 | -1.9
> CC(NC(=O)c1ccc(NC(=O)CC2SC(N3CCCC3)=NC2=O)cc1)c1ccc(F)cc1 (stereo not drawn)
  4.8 | 1.3 | 1.5 | -6.6 | -1.3 | -8.5 | 2.1 | -4.9 | -1.6 | -17.1
> COc1ccccc1C(C)NC(=O)c1ccc(C)o1 (stereo not drawn)
  -6.8 | / | -3.5 | -0.8 | / | -15.7 | -7.8 | -0.6 | -1.1 | 0.3
> Cc1ccc(C)c(OCCn2cc(/C=C(\C#N)C(=O)NCC3CCCO3)c3ccccc32)c1 (stereo not drawn)
  -1.4 | -42.3 | -5.5 | 6.1 | 42.4 | -5.0 | -9.9 | / | -1.7 | -6.2
> Cn1c(SCc2ccc(F)cc2)nnc1-c1cccs1
  -0.2 | 18.0 | -1.9 | -2.4 | -18.0 | 85.9* | -8.5 | 21.9 | 1.3 | 0.7
> COc1cc(C2N(C)CCC3(OCCO3)C2(C)C)cc(OC)c1OC (stereo not drawn)
  3.7 | 48.7 | -5.3 | -8.5 | -48.7 | -0.2 | -3.4 | -4.7 | 0.0 | -1.6
> COc1cc(Br)c(C(C)NC(=O)c2cccc(Br)c2)cc1OC (stereo not drawn)
  -1.2 | 1.1 | -6.3 | 7.1 | -1.1 | -11.4 | ? | / | 1.6 | -8.7
> CC(C)=C(NC(=O)c1ccccc1)C(=O)Nc1ccc(C(=O)O)cc1
  0.6 | / | 4.0 | -12.5 | / | 13.7 | -15.0 | 4.7 | 1.3 | -13.3
> Cn1c(=O)oc2cc(S(=O)(=O)N3CCC(N4CCCCC4)CC3)ccc21
  4.5 | / | 2.6 | -9.5 | / | / | 3.2 | / | -0.7 | 2.1
> O=C(Cn1ccc2ccccc2c1=O)NCCC(=O)Nc1cccnc1
  2.2 | -6.2 | 9.1 | -13.7 | 6.2 | / | 9.3 | / | -0.7 | 1.2
> O=C(CSC1=NCCS1)Nc1ccc(S(=O)(=O)N2CCCCCC2)cc1
  1.4 | -23.1 | -1.2 | -7.9 | 23.1 | 9.1 | -24.0 | / | -0.9 | -6.7
> Cc1ccn2c(CNCCn3cccn3)c(C(=O)N3CCCCCC3)nc2c1
  3.7 | 7.3 | -3.8 | -8.4 | -7.3 | 24.9 | / | -5.3 | -0.2 | -6.8
> O=C(NCC(=O)N(c1ccc(F)cc1)C(C(=O)NCC1CCCO1)c1ccccc1)c1ccco1 (stereo not drawn)
  -2.6 | 16.5 | -2.1 | 3.3 | -16.5 | / | 12.0 | / | 0.1 | -3.6
> CN1CCN(C(=O)c2ccc(N(C)S(=O)(=O)c3cccs3)cc2)CC1
  1.2 | -8.4 | -1.2 | 2.8 | 8.4 | 2.5 | -6.3 | 6.8 | -4.4 | 3.8
> COc1ccc(C(=O)COC(=O)CCCN=C2NS(=O)(=O)c3ccccc32)c(OC)c1
  -0.8 | -41.5 | -4.3 | 1.5 | 41.5 | 18.0 | 4.7 | 1.6 | -0.4 | -8.9
> Cc1ccc(SCC(=O)NNC(=O)CNC(=O)c2ccccc2F)cc1
  -1.6 | 36.4 | 0.9 | 2.3 | -36.4 | -2.4 | 1.9 | 1.7 | -0.4 | 2.5
> CCc1nnc(NC(=O)c2ccc(NS(=O)(=O)c3ccccc3)cc2)s1
  -1.4 | -3.1 | -1.3 | -2.4 | 3.1 | / | 0.8 | 8.4 | -0.8 | -12.4
> CCc1n[nH]c(=S)n1/N=C/c1ccc2c(c1)OCO2
  2.1 | 16.1 | 4.4 | 5.4 | -16.1 | -9.8 | 10.0 | / | 0.4 | -9.3
